# Bioassay records deposited in PubChem by several laboratories.
# TRPC6 act = activates the mouse TRPC6 cation channel. 0.13% of 310,000 active. Q61143. B-score at 10 µM. HEK293-TRPC6 membrane potential dye fluorescence; active compounds read high. AID 2550;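 active means B-score of the integrated fluorescence ratio above library mean plus 3 SD, and starting fluorescence ratio within library mean plus 5 SD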;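 further: higher score means more depolarization so channel activation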
# aSyn UTR inh = MLPCN primary screen, SNCA 5' untranslated region; alpha-synuclein 5'UTR reporter, inhibitor activity; inhibition, % (tested at 7.5 µM); 0.82% of 300,000 active; AID 1813; in the data active means inhibition above about 60%;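 further: H4 neuroglioblastoma cells stably carrying SNCA 5'UTR luciferase fusion; 0% = DMSO wells and 100% = positive control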
# IEC-6 cytotox = IEC-6 cytotoxicity, counter-screen for KLF5 inhibitors | luminescence viability | inhibition, % at 5 µM | 0.78% of 290,000 active | AID 1825; in the data active means inhibition above about 22%;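 further: 0% = plate median of test compound wells and 100% = cytotoxic reference compound wells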
# TRPC4 agonist = activators of mouse TRPC4 channel; Q9QUQ5; B-score at 10 µM; 0.49% of 310,000 active; HEK293 TRPC4beta/mu-opioid, Fluo4 calcium fluorescence; active compounds read high;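 active means B-score above 5 SD of library B-scores, and initial fluorescence ratio not above library mean plus 5 SD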;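 further: positive B-score marks a calcium rise read as TRPC4 activation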
# Target sequence (Q9QUQ5 whole entry, looked up): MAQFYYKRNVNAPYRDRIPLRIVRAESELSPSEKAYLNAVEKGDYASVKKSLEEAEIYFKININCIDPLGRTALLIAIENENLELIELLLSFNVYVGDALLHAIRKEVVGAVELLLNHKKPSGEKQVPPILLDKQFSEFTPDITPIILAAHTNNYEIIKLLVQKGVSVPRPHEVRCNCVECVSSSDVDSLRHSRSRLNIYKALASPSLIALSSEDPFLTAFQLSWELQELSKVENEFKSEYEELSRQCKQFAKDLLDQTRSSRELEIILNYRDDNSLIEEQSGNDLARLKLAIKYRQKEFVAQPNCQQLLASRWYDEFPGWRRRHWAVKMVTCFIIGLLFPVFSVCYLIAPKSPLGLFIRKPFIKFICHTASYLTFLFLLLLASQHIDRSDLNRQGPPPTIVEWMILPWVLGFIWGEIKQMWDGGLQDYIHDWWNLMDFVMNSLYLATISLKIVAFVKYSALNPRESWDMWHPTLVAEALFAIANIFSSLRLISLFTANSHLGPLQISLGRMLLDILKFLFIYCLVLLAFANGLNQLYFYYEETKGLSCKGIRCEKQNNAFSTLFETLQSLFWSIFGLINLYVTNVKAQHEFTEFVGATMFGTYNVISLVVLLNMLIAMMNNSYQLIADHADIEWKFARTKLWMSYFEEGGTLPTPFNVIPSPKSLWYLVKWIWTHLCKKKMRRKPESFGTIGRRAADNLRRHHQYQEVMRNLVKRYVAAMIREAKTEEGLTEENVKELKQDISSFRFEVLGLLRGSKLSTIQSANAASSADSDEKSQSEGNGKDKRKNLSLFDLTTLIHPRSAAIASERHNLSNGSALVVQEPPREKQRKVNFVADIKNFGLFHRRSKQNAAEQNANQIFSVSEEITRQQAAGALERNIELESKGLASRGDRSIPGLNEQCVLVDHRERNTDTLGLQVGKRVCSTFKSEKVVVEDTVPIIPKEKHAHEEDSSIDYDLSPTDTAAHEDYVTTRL
#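 Incubation: 45 min room-temperature Fluo4 loading, 110 s read / System: HEK293 cells stably co-expressing mouse TRPC4beta and mu-opioid receptor / Signal: Fluo4 fluorescence, kinetic / Control set: buffer (low) and maximal DAMGO (high) / Measure: integrated baseline-normalised fluorescence ratio, converted to per-well B score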
# KLF5 inh = kruppel-like factor 5 inhibition; DLD-1 KLF5 promoter-luciferase reporter, luminescence; AID 1700; 0.23% of 290,000 active; inhibition, % at 5 µM;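 active means inhibition above a per-plate limit of that plate's mean compound inhibition plus 3 SD, cut at about 60% in these data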;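 further: 0% = DMSO wells and 100% = LY294002 at 200 µM; higher means less KLF5 promoter-driven luciferase light; inactives centre near -14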
# SKKanGAS inh = SKKanGAS growth inhibition | AID 1662 | inhibition, % at 7.5 µM | 1.3% of 300,000 active | S. pyogenes SKKanGAS, kanamycin growth, BacTiter-Glo, 6 h;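 active means mean replicate score, as percent of positive control median, at least 50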;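 further: strain carries kanamycin resistance gene driven by streptokinase promoter and grows in 40 µg/ml kanamycin; loss of luminescence reflects streptokinase promoter inhibition or plain growth inhibition; 0% = median of DMSO wells and 100% = positive control at its reference dose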
# MrgX1 antagonist = human MrgX1 receptor antagonism, primary screen. 1.3% of 310,000 active. AID 588676. Q96LB2. B-score at 10 µM. MRGX1-HEK293 calcium flux, Fluo-4, BAM8-22 antagonism; active compounds read low;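 active means calcium-response B-score plate-corrected more than 3 library SD below zero, starting fluorescence within 5 deviations, no agonist response on first addition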;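 further: peak minus trough fluorescence over baseline after final BAM8-22 challenge near maximal dose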
# TRPC6 inh = mouse TRPC6 channel inhibition; 1.1% of 310,000 active; HEK293-TRPC6, membrane potential dye, ACh-evoked depolarization; active compounds read low; AID 2553; Q61143; B-score at 10 µM;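 active means B-score under library mean minus 3 SD, initial fluorescence not abnormally high, positive integrated signal ratio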;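 further: B-score derived from integrated fluorescence ratio over the kinetic read; more negative B-score means stronger inhibition of depolarization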
# TRPC4 block = TRPC4 (mouse) channel inhibition; B-score at 10 µM; HEK293 TRPC4beta/mu-opioid, DAMGO-evoked Fluo4 calcium flux; active compounds read low; 0.39% of 300,000 active; Q9QUQ5;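 active means B-score over 3 SD under the library average, no early fluorescence shift, positive overall ratio signal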
#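 Test system – stable TRPC4beta/mu-opioid receptor HEK293 cells · Probe or stimulus – DAMGO, a submaximal dose followed by a maximal one · Dosing – one concentration per compound · Signal – Fluo4 calcium fluorescence by kinetic imaging, 5 s 1 Hz baseline · Evaluation – per-well B score of integrated baseline-normalized Fluo4 ratio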
# HIF act = HIF pathway transcriptional activation; activation, % at 7.5 µM (by protocol); 0.32% of 300,000 active; AID 1910; U2OS HRE-luciferase reporter, luminescence; normalized: DMSO 0%, desferrioxamine 100%;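 active means mean activation of at least 10% of the iron chelator positive control signal, with at least half of replicates also reaching 10%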
# TRPC4 potent = allosteric potentiators of mouse TRPC4 channel; Q9QUQ5; HEK293 TRPC4beta/mu-opioid, DAMGO EC20, Fluo-4 Ca2+ flux; active compounds read high; B-score at 10 µM; 0.42% of 310,000 active; AID 2227;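 active means B-score of calcium response area above 5 SD of library B-scores, with initial fluorescence ratio within 5 SD of library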;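 further: B-score of integrated fluorescence ratio over time as area under calcium response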
# * = called active by the depositor; i = inactive; . = no result given.
SMILES	TRPC6 act	aSyn UTR inh	IEC-6 cytotox	TRPC4 agonist	KLF5 inh	SKKanGAS inh	MrgX1 antagonist	TRPC6 inh	TRPC4 block	HIF act	TRPC4 potent
COc1ccc(CSc2nc(O)cc(=O)n2CC(C)C)cc1F	i	11	-6	i	-25	7	i	i	i	-0.5	i
CCOC(=O)C1CCN(C(=O)COC(=O)CCOc2ccc(C)cc2)CC1	i	14	-6	i	-1	-2	i	i	i	-0.5	i
CCOc1ccc(CN(C)C(C)C(=O)NCCc2ccc(F)cc2)cc1 (stereo unspecified)	i	3	-2	i	9	-13	i	i	i	0.3	i
COc1ccc(OC)c(S(=O)(=O)NCC(c2ccc3c(c2)OCO3)N2CCOCC2)c1 (stereo unspecified)	i	-4	.	i	.	-5	i	i	i	-3.0	i
CCOc1cccc(-c2nnc(SCC(=O)NC3CC3)n2C)c1	i	-9	4	i	9	30	i	i	i	-0.3	i
Cc1nc(-c2coc3cc(O)c(C)cc3c2=O)cs1	i	46	4	i	-10	31	i	i	i	-0.5	i
C=CCOc1ccc(C(=O)c2ccccc2)c(OCC(=O)NC2(C#N)CCCC2)c1	i	13	-4	i	-10	-3	i	i	i	-0.1	i
Cc1ccc(-n2c(-c3ccc(Br)cc3)c[n+]3c2CCc2ccc4cccnc4c2-3)cc1	i	86*	56*	i	69*	81*	-11*	i	i	-0.9	i
CCc1ccc(NC(=S)Nc2cc(C(=O)O)ccc2N2CC3CC(C2)c2cccc(=O)n2C3)cc1 (stereo unspecified)	i	-114	-13	i	1	-1	i	i	i	-2.4	i
COc1ccc2c(c1)nc(NCCO)n2C	i	5	-2	i	-37	2	i	i	i	-0.4	i
Cc1ccc(CN2C(=O)c3ccccc3C2C(=O)NCC2CCCO2)cc1 (stereo unspecified)	i	-22	0	i	-11	-7	i	i	i	-0.1	i
CC(=O)c1ccc(NC(=O)CSCCO)cc1	i	.	1	i	2	5	i	i	i	.	i
CCOC(=O)c1cc(-c2cccnc2)nn1-c1ccccn1	i	-22	-1	i	-6	12	i	i	i	-0.5	i
CC(=O)C1=C(O)C(=O)N(c2ccc(O)cc2)C1c1ccccc1 (stereo unspecified)	i	-14	4	i	-36	-1	i	i	i	-1.1	i
Cc1ccc(CN2CCCN(Cc3ccc(F)cc3Cl)S2(=O)=O)cc1	i	-7	-2	i	-71	37	i	i	i	2.4	i
CC1=C(C(=O)NCc2ccc3c(c2)OCO3)C2(CCC(C)CC2)OC1=O (stereo unspecified)	i	3	-1	i	1	2	i	i	i	-0.4	i
CCN(CCn1cccn1)Cc1c(C(=O)N2C[C@@H](C)O[C@@H](C)C2)nc2ccc(Cl)cn12	i	7	0	i	7	4	i	i	i	0.3	i
COc1cc2nc(NC(=O)c3ccc(Cl)cc3)[nH]c(=O)c2cc1OC	i	-14	5	i	-7	21	i	i	i	-52	i
C=CCCCCCCCCC(=O)NNC1CC(=O)N(c2ccccc2)C1=O (stereo unspecified)	i	0	1	i	-19	-4	i	i	i	-0.1	i
Cc1coc2c1c(C)cc1oc(=O)c(CC(=O)NCCCCCC(=O)O)c(C)c12	i	-4	-4	i	7	3	i	i	i	3.9	i
O=C(OCc1ccc(Br)cc1F)c1cc2ccccc2oc1=O	i	-2	0	i	16	16	i	i	i	0.5	i
Cc1ccsc1/C=C1/SC(=O)N(CC(=O)N2CCOCC2)C1=O	i	-48	0	i	2	6	i	i	i	0.2	i
COc1cc(N2CCCC2)ccc1[N+](=O)[O-]	i	18	0	i	5	0	i	i	i	-1.0	i
Cc1cc(C)c(C#N)c(N2CCOCC2)n1	i	25	-2	i	-30	-7	i	i	i	0.2	i
CCOC(=O)C(C)Oc1ccc(NC(=O)C(Cl)(Cl)Cl)cc1 (stereo unspecified)	i	-2	-4	i	-48	-3	i	i	i	-0.5	i
CC(C)c1ccc(N(CC(=O)NCCSCc2ccco2)S(C)(=O)=O)cc1	i	-28	-3	i	-25	9	i	i	i	-0.1	i
CCCC1CC(CCc2ccccc2)OS(=O)(=O)N1 (stereo unspecified)	i	2	5	i	-7	-10	i	i	i	0.3	i
CCOC(=O)Cn1c(-c2cccnc2Cl)nc2ccccc21	i	-21	4	i	-12	-2	i	i	i	-0.3	i
COc1cc(/C=N\NS(=O)(=O)c2ccccc2)cc(OC)c1OC	i	15	0	i	-8	2	i	i	i	-0.3	i
CCOCCCN(C)C1CCN(C(=O)c2oc3ccccc3c2NC(=O)c2ccc(F)cc2)CC1	i	-34	0	i	-7	2	i	i	i	.	i
CN(C)c1ccc(NS(=O)(=O)c2cccc(Cl)c2)cc1	i	-6	-5	i	4	3	i	i	i	-0.3	i
COc1ccc2cc(-c3ccon3)ccc2c1	i	-172	-2	i	-177	-1	i	i	i	4.4	i
Cc1cccc2nc3ccccc3nc12	i	8	-7	i	-4	-1	i	i	i	1.5	i
O=C(CSc1nnc(CNC(=O)c2ccccc2)o1)c1ccc(Cl)cc1	i	1	2	i	-13	-11	i	i	i	-0.1	i
COc1ccc(NC(=O)CN2C(=O)c3ccccc3S2(=O)=O)cc1OC	i	-4	-3	i	-23	0	i	i	i	-0.1	i
O=C(NC(=S)Nc1ccc(S(=O)(=O)Nc2nccs2)cc1)c1ccc(F)c(F)c1	i	7	-4	i	1	3	i	i	i	0.9	i
O=C(Nc1cccc([N+](=O)[O-])c1)c1ccc(N2CCCC2=O)cc1	i	-50	-4	i	-22	5	i	i	i	-1.0	i
c1ccc(Nc2nc(N3CCCC3)nc(N3CCCC3)n2)cc1	i	-21	7	i	5	5	i	i	i	-0.3	i
S=C(NC1CCCC1)N1CCOCC1	i	3	-3	i	-5	2	i	i	i	0.7	i
Cc1ccc2c(c1)nnn2C1CCN(S(=O)(=O)c2ccc(C(=O)N(C)C3CCCCC3)cc2)CC1	i	-2	-5	i	-15	15	i	i	i	-1.0	i
O=C1C(NS(=O)(=O)c2cccs2)=C(N2CCOCC2)C(=O)c2ccccc21	i	19	4	i	-13	3	i	i	i	-0.4	i
CCOc1ccccc1-c1cc(-c2n[nH]c(=S)n2CC)c2ccccc2n1	i	7	4	i	7	14	i	i	i	-0.4	i
CCn1c(O)c(C2=c3ccccc3=NC2=O)c2cc(Br)ccc21	i	-23	0	i	-17	35	i	i	i	0.1	i
CC(=O)c1ccc(NC(=S)NC(=O)/C=C/c2ccccc2)cc1	i	-104	4	i	-87	-5	i	i	i	-22	i
Cc1ccc2nc(SCC(=O)N3CCN(c4ccccc4)CC3)nc(=O)n2c1	i	-6	.	i	.	20	i	i	i	-0.5	i
COc1ccccc1NC(=O)CN1C(=O)CC(C)S(=O)(=O)c2ccccc21 (stereo unspecified)	i	4	4	i	9	7	i	i	i	1.0	i
Cc1ccc(C)c(NC(=O)c2c(Cl)nc3ccccn23)c1	i	0	6	i	0	-9	i	i	i	-0.1	i
CN(C)S(=O)(=O)N1CCCC(C(=O)c2ccc(-c3ccccc3)c(F)c2)C1 (stereo unspecified)	i	-14	-4	i	-1	8	i	i	i	0.3	i

# Part of the list above in order of length of the SMILES, falling:
SMILES	TRPC6 act	aSyn UTR inh	IEC-6 cytotox	TRPC4 agonist	KLF5 inh	SKKanGAS inh	MrgX1 antagonist	TRPC6 inh	TRPC4 block	HIF act	TRPC4 potent
Cc1ccc2nc(SCC(=O)N3CCN(c4ccccc4)CC3)nc(=O)n2c1	i	-6	.	i	.	20	i	i	i	-0.5	i
Cc1cc(C)c(C#N)c(N2CCOCC2)n1	i	25	-2	i	-30	-7	i	i	i	0.2	i
S=C(NC1CCCC1)N1CCOCC1	i	3	-3	i	-5	2	i	i	i	0.7	i

# Next part:
SMILES	TRPC6 act	aSyn UTR inh	IEC-6 cytotox	TRPC4 agonist	KLF5 inh	SKKanGAS inh	MrgX1 antagonist	TRPC6 inh	TRPC4 block	HIF act	TRPC4 potent
CCC1=NNC(=O)C(CC(=O)Nc2ccccc2)c2cc(OC)c(OC)cc21 (stereo unspecified)	i	10	-2	i	0	-1	i	i	i	-0.5	i
CCCC(=O)NC(C)c1nc(-c2ccc(C)cc2)no1 (stereo unspecified)	i	-23	.	i	.	4	i	i	i	-6.2	i
CNc1nnc(-c2ccncc2)s1	i	1	0	i	-6	-6	i	i	i	0.7	i
CCOC(=O)c1ccccc1NC(=O)C1CCCO1 (stereo unspecified)	i	19	1	i	-26	4	i	i	i	1.0	i
Cc1cc(C)n(-c2nc(Nc3ccccc3C(F)(F)F)nc(-n3nc(C)cc3C)n2)n1	i	62*	39*	i	11	135*	i	i	i	0.4	i
Cc1nc2ccccn2c1/C(O)=C1\C(=O)C(=O)N(CCN(C)C)C1c1cccnc1 (stereo unspecified)	i	6	10	i	-13	-16	i	i	i	-0.2	i
COc1ccc(N(CC(=O)N2CCc3ccccc3C2)S(=O)(=O)c2ccccc2)cc1	i	-3	12	i	-10	1	i	i	i	0.0	i
Cn1cc(S(=O)(=O)N2CCCC2)cc1C(=O)N1CCN(c2ccccc2)CC1	i	5	-9	i	-22	1	-7.7*	i	i	0.0	i
Cc1nc(-c2nnc(-c3ccccc3)o2)c(C(F)(F)F)o1	i	-32	0	i	-25	2	i	i	i	0.5	i
CC(C)COC(=O)n1c(SCC(N)=O)nc2ccccc21	i	2	1	i	-11	-6	i	i	i	0.1	i
COC(=O)c1cccc(NS(=O)(=O)c2ccc(OC)cc2)c1C	i	-7	22	i	-9	-1	i	i	i	0.1	i
CC(=O)c1ccc([C@H]2C[C@@]34CN(C(=O)OC(C)(C)C)S(=O)(=O)[C@H]3C[C@H]2O4)cc1	i	5	.	i	.	3	i	i	i	-0.9	i
CCOC(=O)N1CCN(C(=O)C(NC(=O)C2CCC(C)CC2)C(C)C)CC1 (stereo unspecified)	i	16	5	i	2	2	i	i	i	-0.3	i
Cc1noc(C)c1C(=O)OCC(=O)Nc1cccc(S(=O)(=O)N(C)C)c1	i	8	-4	i	-10	-1	i	i	i	0.2	i
O=C(Cn1cccc1C(=O)c1ccccc1)NCc1cccs1	i	-28	-5	i	-33	-5	i	i	i	0.0	i
CC(C)N1CCC(N2CCN(Cc3cccnc3)CC2CCO)CC1 (stereo unspecified)	i	3	4	i	0	2	i	i	i	0.0	i
CC(C#N)Sc1ncnc2sc(-c3ccccc3)cc12 (stereo unspecified)	i	4	-3	i	1	5	i	i	i	-0.2	i
